TSHR antag = blocks TSH signaling through the human TSH receptor; P16473; TSHR-expressing cells, TSH-stimulated cAMP HTRF, 2 h; hits give low values; activity change, negative = inhibition, % at 11.5 µM; actives 0.2% (n = 330,000); AID 504810;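 active means activity change below a set negative limit, meaning inhibition stronger than a set level, cut at about -70% in these data; inconclusive means activity change between two set negative limits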; further: on the % scale 0 is the no-effect control and ±100 the full control effect
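TSHR-expressing cells, 200/well, pre-treated with compound, then stimulated with EC80 TSH (4nM final) for 2 hours at 37 deg C. cAMP measured by competitive HTRF: anti-cAMP cryptate antibody in lysis buffer plus cAMP-d2, read after 30 minutes at room temperature.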
ASM inhibitor = inhibitors of human secretory acid sphingomyelinase; P17405; placental ASM, HMU-PC fluorogenic substrate, 60 min; Potency, µM (highest dose often 57.5 µM), without a hit: top-dose activity change, negative = inhibition, actives largely listed as inhibitors; actives 0.006% (n = 340,000); AID 504937; further: potency means the concentration at half of the fitted maximal effect
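Fluorescence read-out (Ex 386 nm, Em 447 nm) after stopping the reaction at pH 10. Enzyme: ASM from human placenta; substrate HMU-PC0, 9 uM final; 60 min, 37 °C. Compound preincubation 10 min, ambient temperature.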
TSG101-PTAP inh = blocks PTAP/TSG101 interaction to inhibit HIV-1 budding; Q99816; Fluorescence polarization, FITC-PTAP peptide / Tsg101 binding; Potency, µM (doses to about 115 µM), inactives show top-dose activity change, negative = inhibition, hits mostly inhibitors; 340,000 tested, under 10 active; AID 493005; active means well fitted inhibition curve with a large enough effect in the main read-out, with a control signal flat, not every such curve was filed as active; inconclusive means small, poorly fitted or top-dose-only effect, or effect the other way, or a change in a side signal; inactive means no such curve, though single readings can be large or run the other way; further: potency means the concentration at half of the fitted maximal effect; % of control where 0% means no effect
Target sequence (Q99816 whole entry, looked up): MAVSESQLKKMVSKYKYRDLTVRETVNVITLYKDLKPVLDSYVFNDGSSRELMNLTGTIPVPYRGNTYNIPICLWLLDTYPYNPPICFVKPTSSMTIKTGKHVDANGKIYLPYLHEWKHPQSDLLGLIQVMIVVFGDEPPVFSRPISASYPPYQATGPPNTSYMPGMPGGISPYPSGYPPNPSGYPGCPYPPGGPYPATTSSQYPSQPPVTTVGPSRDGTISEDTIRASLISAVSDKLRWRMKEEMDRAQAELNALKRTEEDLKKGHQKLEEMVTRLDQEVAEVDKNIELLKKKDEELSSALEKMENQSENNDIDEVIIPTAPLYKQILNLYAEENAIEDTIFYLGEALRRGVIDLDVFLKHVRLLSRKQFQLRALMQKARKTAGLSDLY
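Fluorescence polarization binding of Tsg101 binding domain (10 uM final) to FITC-labeled PTAP peptide (50 nM final) in HEPES pH 7.5 buffer with NaCl, Tween 20, EDTA, TCEP. Compounds added before peptide; binding 20 min at RT.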
Integrin act MD = activates integrin-mediated alleviation for muscular dystrophy; actives 0.064% (n = 350,000); Potency, µM (doses to about 38.3 µM), for the others: top-dose activation, most hits filed as activators; AID 624291; alpha7betagal myoblasts, beta-gal FDG fluorescence, 48 h;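 further: potency means the concentration at half of the fitted maximal effect; 100% = response of the positive control SU9516; nearly all actives have a fitted effect of over 60% in size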
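Alpha7betagal+/- myoblasts (passage 13) were plated 16-24 hr, then exposed to compounds (1:260 dilution of DMSO stock) for 48 hours at 37C. After MPER lysis, β-galactosidase reporter activity was read as FDG fluorescence (ex 480/em 540) after 30 minutes.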
A-T KAP1 phos = potential ataxia-telangiectasia treatments restoring KAP-1 phosphorylation; Potency, µM (top dose mostly 57.5 µM), inactives show at the top dose activation, usual class: activators; actives 0.19% (n = 320,000); […] A-T fibroblasts, KAP-1 phosphorylation AlphaLISA; neocarzinostatin DNA damage 30 min before lysis; further: potency means the concentration at half of the fitted maximal effect; % of control where 0% means no effect; nearly all actives have a fitted effect of over 45% in size
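ATM-like activity read as KAP-1 phosphorylation via AlphaLISA donor/acceptor antibody pairs after lysis and 6 hr at 25C. Cells were ATM-null patient fibroblasts ([…], hTERT), dosed 60 min, then exposed to the DSB inducer NCS for 30 min.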
Mito fusion act = inhibitors of mitochondrial division or activators of mitochondrial fusion. actives 0.23% (n = 320,000). S. cerevisiae fusion-defective mutant growth rescue, CellTiterGlo 48 h. Potency, µM (highest dose often 46.1 µM), for inactives: at the highest dose growth rescue (activation), usual class: activators;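 further: potency means the concentration at half of the fitted maximal effect; % of control where 0% means no effect; nearly all actives have a fitted effect of over 45% in size; temperature-sensitive fusion mutants such as fzo1-1 at 37 °C on non-fermentable ethanol glycerol medium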
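S. cerevisiae fusion-defective temperature-sensitive mutants (e.g. fzo1-1, mgm1-5) grown 48 h at 37C in YPEG (ethanol/glycerol non-fermentable) medium with 23 nl compound per well; growth rescue read as CellTiterGlo luminescence.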
MBNL1-CUG inh = blocks human MBNL1 binding to CUG repeat RNA. Potency, µM (titrated, usually from 57.5 µM), inactives show top-dose activity change, negative = inhibition, most hits filed as inhibitors. actives 0.036% (n = 280,000). Q9NR56. TR-FRET MBNL1-His/biotin-(CUG)12 binding, 665/545 ratio; active means well fitted inhibition curve with a large enough effect in the signal ratio, with a control signal flat, not every such curve was filed as active; inconclusive means small, poorly fitted or top-dose-only effect, or effect the other way, or a change in a side signal; inactive means no such curve, though single readings can be large or run the other way; the % refers to the signal ratio; further: potency means the concentration at half of the fitted maximal effect; on the % scale 0 is the no-effect control and ±100 the full control effect
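Inhibition of protein-RNA binding appears as loss of TR-FRET between terbium anti-His antibody on MBNL1-His and streptavidin-XL665 on biotin-(CUG)12. Activity is normalized to buffer-only and uninhibited-complex controls.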
TCR act = T cell receptor activation. 330,000 tested, under 10 active. AID 504894. Potency, µM (series often up to 9.22 µM), for inactives: at the highest dose activation of IL-2 secretion, most hits filed as activators. primary human leukocytes, anti-CD3, IL-2 HTRF, 48 h; further: % of control where 0% means no effect
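Primary human leukocytes were stimulated with a-CD3 beads plus compounds for 48 hr without co-stimulation; secreted IL-2 was quantified by HTRF using a-IL-2-K (europium cryptate) and a-IL-2-d2, excited at 320nm with acceptor emission read at 665nm.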
Menin MLL FP TR = inhibitors of human menin-MLL interaction, mutant MLL peptide; O00255; Menin + Texas Red MLL mutant peptide, fluorescence polarization; actives 0.23% (n = 270,000); Potency, µM (titrated, usually from 61.6 µM), without a hit: at the highest dose FP activity change, negative = inhibition, hits mostly inhibitors; active means well fitted inhibition curve with a large enough effect in the polarisation, with a control signal flat, not every such curve was filed as active; inconclusive means small, poorly fitted or top-dose-only effect, or effect the other way, or a change in a side signal; inactive means no such curve, though single readings can be large or run the other way; the % refers to the polarisation; further: potency means the concentration at half of the fitted maximal effect; % of control where 0% means no effect; many of its hits are not listed in these tables
Target sequence (O00255 whole entry, looked up): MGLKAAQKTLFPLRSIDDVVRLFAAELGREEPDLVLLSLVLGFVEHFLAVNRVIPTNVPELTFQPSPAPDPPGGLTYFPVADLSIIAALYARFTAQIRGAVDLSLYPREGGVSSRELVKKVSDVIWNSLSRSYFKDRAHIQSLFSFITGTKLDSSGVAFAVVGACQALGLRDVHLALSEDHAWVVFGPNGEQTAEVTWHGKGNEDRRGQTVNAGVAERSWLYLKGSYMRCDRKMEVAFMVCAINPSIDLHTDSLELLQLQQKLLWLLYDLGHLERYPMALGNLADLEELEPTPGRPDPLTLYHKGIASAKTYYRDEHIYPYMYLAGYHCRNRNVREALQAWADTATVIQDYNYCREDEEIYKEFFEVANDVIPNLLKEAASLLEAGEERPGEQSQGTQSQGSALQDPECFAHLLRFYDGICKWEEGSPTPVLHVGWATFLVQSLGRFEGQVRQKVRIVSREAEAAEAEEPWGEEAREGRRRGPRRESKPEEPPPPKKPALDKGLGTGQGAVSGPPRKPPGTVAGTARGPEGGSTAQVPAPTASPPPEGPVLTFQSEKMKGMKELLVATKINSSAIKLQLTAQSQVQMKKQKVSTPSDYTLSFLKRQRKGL
CXXC DNA block = inhibitors of human MLL CXXC domain-DNA interaction; Potency, µM (top dose mostly 115 µM), inactives show at the highest dose activity change, negative = inhibition, actives largely listed as inhibitors; actives 0.037% (n = 290,000); Q03164; AID 2662; MLL-CXXC / FITC-HOXA9 DNA fluorescence polarization; active means well fitted inhibition curve with a large enough effect in the polarisation, with a control signal flat, not every such curve was filed as active; inconclusive means small, poorly fitted or top-dose-only effect, or effect the other way, or a change in a side signal; inactive means no such curve, though single readings can be large or run the other way; the % refers to the polarisation; further: potency means the concentration at half of the fitted maximal effect
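Fluorescence polarization: 7 uM MLL-CXXC (stock) preincubated 5 min with compounds, then 50 nM fluorescein-HOX-A9 DNA (stock) added; 30 min ambient. Buffer 50 mM Tris-HCl pH 7.5, 50 mM NaCl, 1 mM DTT, 0.05% BSA.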
Active calls of the source: *; ? = inconclusive; . = not tested or not shown; [ ] = another dose, or the depositor's remark. Unless noted, the call rests on the fitted dose curve; in most records, active means well fitted curve in the direction sought with a large enough effect; inconclusive means small, poorly fitted or top-dose-only effect, or another doubt; inactive means no such curve, though single readings can be large; an effect the other way counts as inactive or inconclusive. Only part of the results is shown; count on the stated rates, not on these rows.

SMILES	TSHR antag	ASM inhibitor	TSG101-PTAP inh	Integrin act MD	A-T KAP1 phos	Mito fusion act	MBNL1-CUG inh	TCR act	Menin MLL FP TR	CXXC DNA block
CCC1=NNc2cccc3c(OC)ccc1c23	7	.	.	.	.	-5%	?	.	?	19%
CCn1c(CNC(=O)COC)nc2ccccc21	-5	7%	0%	13%	6%	-1%	-2%	1%	-5%	0%
CCN(CC)S(=O)(=O)c1ccc(NC=C(C#N)C#N)cc1	-4	7%	2%	-22%	-2%	6%	1%	1%	.	4%
C=CCN1C(=O)C(O)(CC(=O)c2ccc(Cl)cc2)c2ccccc21 (configuration not stated)	4	4%	-2%	-6%	17%	-5%	13%	1%	-5%[11.7 µM]	-4%
Cc1ccc2cc(CN(CCCO)S(=O)(=O)c3cccc4nsnc34)c(=O)[nH]c2c1	15	2%	-4%	-3%[7.66 µM]	.	21%	?	4%	9%	-3%
CCOC(=O)C1CCN(C(=O)c2cccc(NC3=NC4CS(=O)(=O)CC4S3)c2)CC1 (configuration not stated)	29	4%	-2%	0%	0%	3%	-20%	7%	-1%	.
OC(COCc1ccccc1)COCc1ccccc1	.	2%	1%	1%	.	.	.	-27%	.	.
COC(=O)c1cccc(NC(=O)C2C3CCC(C3)C2C(=O)O)c1 (configuration not stated)	11	1%	-4%	-2%	-7%	-3%	5%	-11%	1%	-6%
COc1ccc(C)cc1NC(=O)CNc1ccc(C(C)=O)cc1	8	2%	3%	16%	5%	-3%	3%	-3%[46.1 µM]	-2%	11%
Cc1ccsc1C(=O)OCC(=O)NC1CC1	.	1%	-6%	7%	?	.	.	5%	.	.
CCOC(=O)c1cnc2ccc(C)cn2c1=O	7	383%[activator]	0%	5%	18%	2%	.	-13%	.	3%
COc1ccccc1N=Nc1[nH]c2ccc(C)cc2c1O	-5	-1%	-2%	-12%	1%	-1%	.	7%	?	11%
Cc1ncsc1CCOC(=O)c1ccc(N2CCOCC2)c([N+](=O)[O-])c1	-14	2%	-6%	-11%	4%	1%	?	-11%	-7%	-3%
CCNC(=O)n1nccc1C(C)Oc1ccccc1 (configuration not stated)	-2	5%	0%	-7%	5%	1%	-6%	-2%	1%	6%
O=C(Nc1ccc(S(=O)(=O)Nc2cnc3ccccc3n2)cc1)c1ccccc1Br	7	45%[activator]	1%	-25%	2%	2%	2%	-1%	?	2%
O=C(CN1C(=O)COc2ccc(Cl)cc21)Nc1ccccn1	-9	-4%	-1%	29%	3%	5%	0%	.	6%	2%
Cc1ccc2cc3cc(C(=O)N4CCN(C(=O)c5ccco5)CC4)sc3nc2c1	-10	-9%	-3%	-7%	-2%	2%	?	0%	-10%	7%
O=C(NCCN1C(=O)S/C(=C\c2cccs2)C1=O)[C@H](Cc1ccccc1)N1C(=O)c2ccccc2C1=O	-2	.	.	.	2%	1%	.	3%[46.1 µM]	-18%	-4%
CCOc1ccccc1N1CC(O)=C(c2nc3ccccc3s2)C1=N	-4	-7%	-11%	4%	9%	15%	7%	-4%	13%	29%
COc1ccccc1C(=O)NC(CCSC)C(=O)NNC(=O)c1ccncc1 (configuration not stated)	33	1%	-2%	0%	-4%	4%	.	-7%	.	.
O=C(CCN1CCN(c2ccccc2)CC1)Nc1ccccc1F	-11	-1%	-7%	22%	-5%	-1%	5%	-3%	1%	7%
CC(=O)c1nc(N2C(=O)CC(Cc3ccc(C)cc3)C2=O)sc1C (configuration not stated)	15	1%	-1%	29%	1%	-4%	31%[activator]	-24%[46.1 µM]	0%	6%
Cc1csc(=O)n1CC(=O)OCC(=O)NNC(=O)c1ccc([N+](=O)[O-])cc1	2	.	-2%	26%	-14%	4%	.	-2%	.	.
COc1ccc(OC)c(N(CC(=O)Nc2cccc(C(F)(F)F)c2)S(C)(=O)=O)c1	-3	259%[activator]	0%	-10%	-3%	-4%	-5%	1%	11%	9%
COc1cc(NC(=O)c2cc([N+](=O)[O-])ccc2Br)ccc1NC(=O)c1ccco1	-17	-1%	1%	3%	-1%	29%	27%	-6%[46.1 µM]	?	7%
COc1cc(C2Nc3ccccc3C(=O)N2c2ccccc2)ccc1O (configuration not stated)	55	26%	-10%	-10%	3%	19%	-3%	-14%	5%	-1%
CN1CCC(NC(=O)c2cc(-c3cccc(Br)c3)nc3ccccc23)CC1	27	-2%	-6%	-53%[inhibitor]	6%	-7%	13%	-9%	1%	?
CC(C)(C)C(=O)NC(NC(=S)Nc1ccc(S(N)(=O)=O)cc1)C(Cl)(Cl)Cl (configuration not stated)	-9	-4%	-1%	21%	7%	0%	-7%	1%[46.1 µM]	0%	4%
CC(=O)Nc1ccc(N/C=C/C(=O)c2ccc(Cl)cc2)cc1	8	-2%	8%	3%	15%	-1%	17%	-47%	9%	-3%
COc1ccc(CCNC(=S)Nc2cccc3ccccc23)cc1	1	2%	1%	-10%	-3%	29%	6%	3%[46.1 µM]	11%	10%
Cc1cccc(N(C)S(=O)(=O)c2ccc3[nH]c(=O)c(=O)[nH]c3c2)c1	1	-3%	1%	5%	-8%	-2%	-5%	-3%	11%	-10%
COc1cc(C2N(C)C(=O)c3ccccc3N2C)ccc1O (configuration not stated)	-41	147%[activator]	-5%	8%	23%	0%	-4%	-2%	?	-3%
OCCC1CN(Cc2ccsc2)CCN1C1CCCC1 (configuration not stated)	2	5%	-5%	15%	0%	2%	-12%	-4%	8%	2%
O=S(=O)(Nc1ccc(NS(=O)(=O)c2ccccc2)c(Cl)c1)c1ccccc1	.	-10%	0%	-10%	.	.	.	5%	.	.
CCC(C)(C)NC(=O)c1ccc2c(c1)N(CC(=O)NC1CCCC1)C(=O)C(C)(C)O2	-4	1%	0%	-9%	-1%	7%	1%	-1%	.	8%
S=c1[nH]nc(-c2cc(-c3ccco3)[nH]n2)n1-c1cccc2ccccc12	16	-26%	0%	-6%	1%	0%	2%	-2%	?	1%
O=C(/C=C/c1cccc([N+](=O)[O-])c1)NCCSCc1ccco1	4	4%	0%	12%	4%	-5%	.	2%[46.1 µM]	19%	21%
Cn1c(=S)n(C)c2ccccc21	5	0%	-7%	?	-1%	3%	-6%	-1%	7%	5%
O=S(=O)(NCC(O)c1ccccc1)c1ccc(-c2ccccn2)s1 (configuration not stated)	9	-2%	-1%	7%	10%	0%	33%[activator]	3%	.	11%
Nc1c(-c2ccccc2)cnc2c(-c3ccccc3)cnn12	37	69%[activator]	-5%	?	4%	-2%	-2%	.	?	7%
C/C(=N\NC(=O)c1cc(-c2cccc(OC(C)C)c2)nc2ccccc12)c1cccnc1	-4	-4%	1%	12%	16%	-2%	12%	-5%	27%	31%[activator]
Cc1cc(C(=O)COC(=O)C2=COCCO2)c(C)n1-c1ccccc1	-4	0%	-1%	-20%	-3%	.	.	-5%[46.1 µM]	.	.
COc1ccc(/C=N/NC(=O)C(=O)NCC2CCCO2)cc1 (configuration not stated)	-9	5%	-3%	3%	2%	1%	22%	4%[46.1 µM]	2%	5%
CC(Sc1nc2c(c(=O)[nH]1)CCCC2)C(=O)Nc1ccc(S(N)(=O)=O)cc1 (configuration not stated)	8	6%	1%	-4%	0%	7%	-7%	-8%	-2%	14%
COc1ccc(S(=O)(=O)N(C)C[C@@H]2Oc3ccc(NS(C)(=O)=O)cc3C(=O)N([C@@H](C)CO)C[C@H]2C)cc1	12	-4%	-2%	28%	0%	.	.	1%	.	.
Cc1ccccc1C(=O)OCCN1CCOCC1	11	1%	-3%	-1%	-3%	-8%	-17%	0%[46.1 µM]	-9%	8%
CCCCc1ccc(NC(=S)NCCO)cc1	-1	1%	0%	-27%	1%	-10%	1%	-11%	-2%	14%
COc1ccc(S(=O)(=O)NNC(=O)c2ccc(-n3c(C)ccc3C)cc2)cc1	-1	3%	1%	-15%	2%	-5%	-3%	-1%	.	10%
